Bioassay records (PubChem)
NCOA2 inhibitor – inhibits human steroid receptor coactivator 2. 370,000 tested, 0.17% active. inhibition, % at 9 µM. HEK293 GAL4-SRC2 luciferase reporter, luminescence;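 active = inhibition above the mean inhibition of all tested compounds plus 3 SD, set per campaign, cut at about 52% in these data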;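 note: 0% = DMSO treated cells and 100% = cells given Gossypol at 36 µM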
TROY signal inh – inhibitors of TROY-dependent NF-kB signaling; Q293 LMP1-TROYcd NF-kB luciferase reporter, 4 h; inhibition, % at 10 µM; 360,000 tested, 0.98% active;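 active = compounds whose plate-normalised and pattern-corrected inhibition of the luciferase reporter signal at the single screening dose is 50% or more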
LRH-1 inv ag – suppresses constitutive activity of human LRH-1; HEK293T StAR-luciferase reporter, LRH-1 transfected, 24 h; inhibition, % at 3.6 µM; O00482; 360,000 tested, 0.13% active;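 active = inhibition above the mean inhibition of all tested compounds plus 3 SD, cut at about 73% in these data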;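 note: 0% = DMSO wells and 100% = reporter-only cells lacking LRH-1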
Target sequence (O00482 whole entry, looked up): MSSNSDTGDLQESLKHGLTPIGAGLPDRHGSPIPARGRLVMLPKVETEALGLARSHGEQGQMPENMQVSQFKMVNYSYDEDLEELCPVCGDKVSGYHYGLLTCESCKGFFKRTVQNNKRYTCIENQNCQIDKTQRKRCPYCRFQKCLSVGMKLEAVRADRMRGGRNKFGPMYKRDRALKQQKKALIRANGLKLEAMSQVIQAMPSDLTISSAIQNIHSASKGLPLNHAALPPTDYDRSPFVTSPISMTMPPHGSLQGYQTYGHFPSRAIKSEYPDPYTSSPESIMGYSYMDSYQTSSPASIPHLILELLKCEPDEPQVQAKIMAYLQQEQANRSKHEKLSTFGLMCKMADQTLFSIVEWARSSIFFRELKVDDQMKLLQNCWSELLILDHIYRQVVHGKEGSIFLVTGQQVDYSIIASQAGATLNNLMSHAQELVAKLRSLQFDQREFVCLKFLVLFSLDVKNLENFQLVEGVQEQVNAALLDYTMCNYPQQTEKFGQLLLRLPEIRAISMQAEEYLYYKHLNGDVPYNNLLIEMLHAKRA
TLR9-MyD88 inh – blocks human TLR9 binding to MyD88 | Q9NR96+Q99836 | CHO BLA complementation TLR9-MyD88, CCF4 FRET ratio | inhibition, % at 4.98 µM | 340,000 tested, 0.21% active;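 active = inhibition above the mean over all tested compounds plus 3 SD, cut at about 21% in these data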;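 note: 0% = DMSO only wells and 100% = clavulanate BLA inhibitor control wells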
NOD2-RIPK2 inh – inhibitors of human NOD2-RIPK2 interaction | inhibition, % at 4.98 µM | AID 624267 | 360,000 tested, 0.38% active | O43353 | CHO BLA complementation NOD2-RIPK2, CCF4 ratio; in the data active = inhibition above about 21%;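 note: 0% = vehicle only and 100% = reference blocker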
Target sequence (O43353 whole entry, looked up): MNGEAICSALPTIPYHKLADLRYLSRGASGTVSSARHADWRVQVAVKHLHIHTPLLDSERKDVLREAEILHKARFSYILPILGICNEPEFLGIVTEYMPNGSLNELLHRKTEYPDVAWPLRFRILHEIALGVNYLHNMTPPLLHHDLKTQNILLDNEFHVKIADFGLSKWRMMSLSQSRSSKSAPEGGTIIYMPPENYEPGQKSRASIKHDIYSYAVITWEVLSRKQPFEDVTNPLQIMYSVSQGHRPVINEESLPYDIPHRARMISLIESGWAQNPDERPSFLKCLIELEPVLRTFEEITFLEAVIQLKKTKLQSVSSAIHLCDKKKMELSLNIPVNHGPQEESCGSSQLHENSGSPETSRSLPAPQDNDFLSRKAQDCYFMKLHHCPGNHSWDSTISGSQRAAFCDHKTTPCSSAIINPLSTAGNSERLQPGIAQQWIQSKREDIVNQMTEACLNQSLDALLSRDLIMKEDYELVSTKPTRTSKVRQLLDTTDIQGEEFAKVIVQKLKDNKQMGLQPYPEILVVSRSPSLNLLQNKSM
SRC3 inh – human NCOA3 inhibition. Q9Y6Q9. HEK293 GAL4-SRC3 luciferase reporter, luminescence. inhibition, % at 3.6 µM. 360,000 tested, 0.17% active. AID 588352;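 active = inhibition above a per-campaign cutoff, the mean of all compounds plus 3 SD, cut at about 60% in these data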;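 note: 0% = DMSO-treated cells and 100% = gossypol-treated cells at 36 µM; higher means less SRC3-driven luciferase light from the GAL4 reporter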
LMP1 NFkB inh – Epstein-Barr LMP1 NF-kappaB reporter inhibition | LMP1-induced NF-kappaB luciferase reporter cells, luminescence | inhibition, % at 12.5 µM | 350,000 tested, 0.69% active | AID 504558; in the data active = inhibition above about 41%;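 note: 0% = neutral control wells and 100% = reference inhibitor control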
SRC1 inh – inhibitors of human steroid receptor coactivator 1 (SRC1); Q15788; HEK293 GAL4-SRC1 luciferase reporter, luminescence; inhibition, % at 3.6 µM; 360,000 tested, 0.12% active;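 active = inhibition above the campaign mean plus 3 SD, with each screening campaign given its own cutoff, cut at about 60% in these data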;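 note: 0% = DMSO treated cells and 100% = gossypol at 36 µM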
Vif inh – blocks HIV Vif function | AID 602346 | HEK293T cells, Vif self-association by quenched fluorescence, imaging, 24 h | 340,000 tested, 0.35% active | inhibition, % at 7.49 µM; in the data active = inhibition above about 50%, passing the limit was not always enough; note: some results filed as inactive read as strong as hits
COUP-TFII inh – blocks human COUP-TFII nuclear receptor; P24468; HEK293T NGFI-A luciferase reporter, luminescence; inhibition, % at 8.6 µM; 370,000 tested, 0.7% active;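 active = inhibition above a per-plate cutoff, mean inhibition of test wells between control levels plus 3 SD, cut at about 38% in these data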;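 note: cells cotransfected with COUP-TFII expression vector driving the NGFI-A reporter; 0% = median of COUP-TF2 test wells and 100% = reporter-only cells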
TRAIL sens C8 – sensitizes caspase-8 expressing cells to TRAIL. NB7+C8 cells + TRAIL, ATPlite viability luminescence. inhibition (viability loss, TRAIL sensitization), % at 10 µM. 360,000 tested, 1% active;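 active = compounds causing at least 50% loss of cell viability in the single-dose screen, relative to plate controls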
The depositor's hits bear a star; . = no result given. Only part of the results is shown; rates above refer to the full screens.

SMILES	NCOA2 inhibitor	TROY signal inh	LRH-1 inv ag	TLR9-MyD88 inh	NOD2-RIPK2 inh	SRC3 inh	LMP1 NFkB inh	SRC1 inh	Vif inh	COUP-TFII inh	TRAIL sens C8
CCOC(=O)[C@]12CCC=C1N(Cc1ccco1)C(=O)[C@H](CC(=O)NCC13CC4CC(CC(C4)C1)C3)C2	-8	16	4	.	4	.	.	.	.	-11	0
O=C1N(Cc2ccc(F)cc2Cl)c2ccccc2C12OCCCO2	-1	16	6	-9	-4	-23	-3	1	-3	-1	-17
Cc1ccc2c(c1)NC(=O)[C@@]1(C)[C@@H](c3ccccc3)[C@H]3COc4ccc(Cl)cc4[C@@H]3N1C2=O	-21	13	5	-11	5	22	-4	5	-7	3	8
CCc1nnc(NS(=O)(=O)c2ccc(NC(=S)Nc3ccc(F)cc3)cc2)s1	-3	6	9	-8	5	3	-10	-2	-2	-9	-4
CC(C)N1CCC(=O)NC1=O	-2	3	-4	7	-29	-15	4	10	4	3	-7
O=C1C=C(Nc2cccc(O)c2)CC(c2ccco2)C1 (centres undefined)	-1	0	-13	-9	-1	-10	0	-6	9	1	8
COCCCNC(=O)c1ccc([N+](=O)[O-])cc1	1	-3	20	-8	3	11	7	-20	2	-5	16
CC(=O)Nc1ccc(NC(=O)COC(=O)Cc2cccs2)cc1	-11	-10	19	-3	0	-26	-12	-16	.	8	-7
Cc1cc(C)c2c(CC(=O)NNC(=O)c3ccccc3)coc2c1	14	-21	11	11	-3	13	4	-15	-4	6	4
C/C=C(\C)C(=O)OC(C)(C)[C@@H]1Cc2cc3ccc(=O)oc3cc2O1	-36	-15	10	-1	-19	-21	-5	-3	-1	-20	-2
CCOC(=O)C(C(=O)Nc1ccccn1)C1CCCCC1 (centres undefined)	-16	-12	5	-2	-7	16	15	1	7	25	-2
O=C(NCCCc1ccccc1)C(=O)c1c[nH]c2ccccc12	-3	-58	-16	4	3	-22	-13	-38	-11	-24	-9
CC(C)CCc1noc(CN2CCC(C(=O)N3CCOCC3)CC2)n1	17	-19	4	1	-7	0	-8	-4	3	3	6
COc1ccc(Cc2nc(-c3cccnc3)no2)cc1OC	-14	-19	8	-2	1	8	6	2	-10	15	-2
CC1=C(C)C(=O)N(c2ccc(C(=O)O)cc2)C1=O	0	-10	1	6	-10	-39	19	2	-2	-3	-12
CC(=O)NC(c1ccc(F)c(F)c1)c1nc(-c2ccc3c(c2)OCO3)cs1 (centres undefined)	16	-11	7	.	-3	6	.	11	-1	-16	1
CN(/N=C/c1ccc2c(c1)OCO2)c1ccccc1	-61	-57	-153	-1	-3	-84	-37	-73	-1	-53	11
CCC(=O)N1CCc2cc(S(=O)(=O)CCC(=O)Nc3ccc(C)c(F)c3)ccc21	-2	2	11	-3	2	3	-4	-3	15	4	-5
CC(=O)c1cccc(NC(=S)NC(=O)c2ccc(C)cc2Cl)c1	-66	-42	-54	11	-4	-31	-17	-62	-2	-23	1
O=C(NCCC(=O)N(CCc1ccccc1)Cc1ccccc1)c1ccc(Br)cc1	2	8	-20	-9	-6	-15	2	-13	-12	10	-10

3 compounds already listed, sorted by their value in TLR9-MyD88 inh, descending.
smiles,TLR9-MyD88 inh
CC(C)CCc1noc(CN2CCC(C(=O)N3CCOCC3)CC2)n1,1
CN(/N=C/c1ccc2c(c1)OCO2)c1ccccc1,-1
CCOC(=O)C(C(=O)Nc1ccccn1)C1CCCCC1 (centres undefined),-2

Next part
SMILES	NCOA2 inhibitor	TROY signal inh	LRH-1 inv ag	TLR9-MyD88 inh	NOD2-RIPK2 inh	SRC3 inh	LMP1 NFkB inh	SRC1 inh	Vif inh	COUP-TFII inh	TRAIL sens C8
COc1ccc(C(CC(=O)c2ccccc2)S(=O)(=O)c2ccccc2)cc1 (centres undefined)	-59	-65	-14	-3	12	-7	-25	-73	0	-24	-23
COc1ccc(NC(=S)N2CCNC(=O)C2CC(=O)Nc2cccc(Cl)c2C)cc1 (centres undefined)	-3	12	5	-5	0	16	4	-16	-5	2	-9
O=C1Nc2ccccc2C(=O)N2C[C@@H](O)C[C@H]12	0	-1	5	-2	-16	-7	1	-10	.	-23	10
O=C(Nc1ccc2cccnc2c1)c1ccc(Br)cc1	-29	-19	-7	-8	4	-66	-28	-47	9	-5	-10
CC12CCC(=O)N1C(C(=O)Nc1nc3ccc(F)cc3s1)CS2 (centres undefined)	13	-34	-4	8	-4	-8	-5	-18	-2	-4	20
O=C(Nc1ccccc1F)N1CCCC1c1cccnc1 (centres undefined)	-19	-6	8	-4	-7	10	-9	-31	6	-32	6
CN(c1nc(-c2ccccc2)cs1)C1CCS(=O)(=O)C1 (centres undefined)	-27	-24	-5	-1	1	-8	-12	-33	0	-17	-3
CCS(=O)(=O)c1nc2ccccc2n1Cc1ccccn1	-2	3	1	-1	1	5	-7	-9	5	6	4
CCc1cc(=O)oc2c3c(cc(OCC(=O)NCCC(=O)O)c12)OC(C)(C)CC3	-16	16	11	6	-3	3	-6	-6	-2	8	4
COc1ccc(-n2c(SCC(=O)Nc3nccs3)nnc2-c2ccccc2)cc1	15	-15	-4	0	-6	-5	5	5	8	-2	-7
Nc1cccc2c1C(=O)N(Cc1cccc(Cl)c1)C2=O	-28	-23	-1	21*	35*	2	3	-2	-4	2	-4
Cc1ccc(S(=O)(=O)N(Cc2ccc(Cl)cc2)c2ccccc2C(=O)O)cc1	2	26	-1	4	-5	-3	-7	-10	-4	-6	-2
CCSc1nc(-c2ccccc2)c(-c2ccccc2)n1CC(O)CO (centres undefined)	-7	12	1	-8	-14	17	5	1	1	1	0
CCOc1ccc2nc(N(CCCN(C)C)C(=O)c3ccc(S(=O)(=O)N4CCc5ccccc5C4)cc3)sc2c1	20	-5	-6	-6	0	-7	5	-8	-10	10	36
COc1ccc(OC)c(CNC(=O)C2CCN(S(=O)(=O)N3CCCC3)CC2)c1	16	6	-8	1	-11	13	-5	1	1	14	13
COc1cccc(Cn2c(NCc3cccnc3)nc3c2c(=O)n(C)c(=O)n3C)c1	15	7	41	3	-13	53	13	27	0	19	82*
O=C(COC(=O)Cc1ccc(Cl)c(Cl)c1)Nc1ccc2[nH]c(=O)[nH]c2c1	-18	8	10	-2	-2	5	4	-8	-8	-6	-3
O=C(CN1C(=O)NC(c2ccccc2)(c2ccccc2)C1=O)NCc1ccco1	-13	0	-10	-5	-3	-6	-7	-3	-3	6	4
O=C(CSc1nnnn1-c1ccc(C(=O)O)cc1)NC1CC1	-5	-13	10	-6	2	-3	-1	2	7	-11	-1
c1ccc(C[n+]2cccc3c4ccccc4ccc32)cc1	19	14	61	0	-8	33	38	19	53*	53*	10
CCN1CCC(=NNC(=O)c2ccco2)CC1	-42	-27	-128	-3	-13	-57	-2	-87	5	-32	-4
CCOc1ccc2nc(N/C(N)=N/S(=O)(=O)c3ccc(C)cc3)nc(C)c2c1	13	-32	1	-2	-19	-19	-2	-5	-5	-2	3
CC(=O)Nc1ccc(OCC(=O)NC(C)C(C)C)cc1 (centres undefined)	-42	-9	0	-12	-13	5	-4	-4	14	-26	5
CC(C)c1ccc(Nc2nnc(SC3CCOC3=O)s2)cc1 (centres undefined)	5	-21	-14	8	-1	6	3	-18	-9	-1	11
Cc1onc(-c2ccccc2)c1C(=O)N(Cc1ccco1)Cc1cccs1	-6	-6	4	4	4	5	-10	16	-4	6	3
CCOC(=O)CC1COc2ccccc2N1C(=O)c1ccc(F)cc1 (centres undefined)	-7	3	-12	-1	-5	1	7	2	-3	-7	-17
CCN(CC)C(=O)[C@H]1C[C@H](CC(=O)NC(C)(C)C)C(=O)N2CCc3c([nH]c4cc(-c5ccco5)ccc34)[C@]12C	0	10	-19	-9	0	15	8	3	.	16	0
COc1ccc(CCN(C)C(=O)C(CCSC)NC(=O)c2ccco2)cc1OC (centres undefined)	9	12	14	-6	-2	-2	-2	4	3	-1	10
CCC1CCc2sc(C(=O)NCc3ccccn3)cc2C1 (centres undefined)	-38	-21	-53	-3	2	-54	-13	-44	-1	-16	20
Cc1cc(C)n2nc(-c3ccc(F)cc3)nc2n1	-21	-53	-58	-15	-1	-73	-10	-77	-5	-22	8
Cc1nnc2n1N=C(c1ccc(OC(F)F)cc1)C(C)S2 (centres undefined)	-2	9	15	-1	-12	0	2	-5	1	-7	5
CC(=O)Oc1cccc(NC(=O)c2ccc3c(c2)C(=O)N(CC(C)C)C3=O)c1	-51	-23	-14	-5	-1	-85	-3	-73	-9	-32	27
O=C(NCc1ccc(Cl)cc1)C1CCC(CNS(=O)(=O)c2ccccc2)CC1 (centres undefined)	.	27	16	10	-4	-6	-3	1	-4	.	-11
CN1CCCC(C(=O)C(C#N)c2ccccc2)C1 (centres undefined)	-11	-11	-5	-17	-2	16	3	-2	31	-8	1
COc1ccc(C(=O)NC(=S)NC(C)(C)C)cc1Br	-36	-33	-32	2	-6	-62	-51	-36	-11	-18	-2
NCC(=O)Nc1ccc(Cl)cc1C(=O)c1ccc[nH]1	56*	-6	59	0	-6	51	31	53	1	-3	10
CC(C)OCC(O)CN1CCNCC1 (centres undefined)	4	-11	9	3	-9	9	-4	-5	17	-6	-20
COc1ccc(C(=O)NCCc2ccccc2)cc1OC	-19	-38	-56	-6	-5	-49	-19	-43	0	-21	-8
Cc1ccc(C(=O)O/N=C(\N)Cc2ccc([N+](=O)[O-])cc2)c(Cl)c1	8	-2	2	-3	-2	-3	-8	-6	0	7	-1
COCC(=O)N/N=C/c1ccc(Sc2nc3ccccc3s2)o1	1	-39	-4	-34	1	-20	-8	-16	-1	-10	-12
CC(C)CC(=O)NC(=S)Nc1ccc(S(=O)(=O)Nc2nccs2)cc1	10	7	0	-1	5	11	2	2	-1	-7	-4
Cc1noc(C)c1COC(=O)c1ccc(F)c(S(=O)(=O)N2CCOCC2)c1	2	-1	0	-2	-2	-4	-6	-11	6	-11	-17
O=C(CSc1ncnc2c1oc1ccccc12)Nc1cccc(Cl)c1	-33	29	9	-2	-2	-7	-9	-11	10	6	-4
O=C1CCC(C(=O)N2CCCC(C(=O)c3ccc4c5c(cccc35)CC4)C2)=NN1 (centres undefined)	0	13	0	-3	0	11	1	10	1	5	-6
O=C(N/N=C/c1cccs1)c1cncc(Br)c1	0	-2	-3	-2	-6	-7	6	-12	0	-2	-1
COC(=O)c1cc(C(=O)OCC(=O)NC2CCCC2)cc([N+](=O)[O-])c1	14	4	-5	-5	-9	25	2	-42	1	6	4
CCc1cc(Cn2nc(-c3ccccc3)cc2C(=O)NCc2ccc(C)cc2)on1	-5	25	4	-10	-11	-13	4	3	-2	10	-7
O=c1c2ccccc2[nH]c(=S)n1-c1cccc(S(=O)(=O)N2CCCC2)c1	-1	-1	10	8	-9	1	11	1	29	7	-4
CCC(CC)C(=O)N1CCN(Cc2ccc3c(c2)OCO3)CC1	-10	-4	20	3	-22	-14	-14	-1	2	9	9
CCOC(=O)C1CCN(c2c(NCc3ccc(C(=O)NCCOC)cc3)c(=O)c2=O)CC1	15	3	9	-3	-6	-5	-4	5	8	-4	-2
